# Screening results deposited in PubChem by National Center for Advancing Translational Sciences (NCATS).
# SW480 rerep – inducers of DNA re-replication in SW480 colon cancer cells. 340,000 compounds, 1.8% hits. SW480 DNA re-replication, Hoechst DNA content imaging, 48 h. Potency, µM (highest dose often 46.1 µM), inactives show at the highest dose re-replication activation, hits mostly activators; further: potency means the concentration at half of the fitted maximal effect; % of control where 0% means no effect; nearly all actives have a fitted effect of over 55% in size
#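 Compounds, transferred as 23 nL by pin tool, were incubated with cells for 48 hr; DNA content per nucleus was then quantified by Hoechst staining and fluorescence plate imaging.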
# HT1080 IDH1KD tx – toxicity to HT-1080 IDH1 knockdown cells (counter line) | HT-1080 IDH1 knockdown viability, ATP luminescence, 48 h | Potency, µM (doses to about 46.1 µM), for the others: at the highest dose activity, negative = toxicity, hits mostly cytotoxic | 360,000 compounds, 2% hits;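 further: potency means the concentration at half of the fitted maximal effect; 0% = DMSO wells and -100% = cell-free medium wells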
#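 After a 2 h attachment period, IDH1KD HT-1080 cells took pin-transferred compound for 48 h at 37 °C; ATP-based luminescence after 10 min room-temperature reagent incubation reported viability.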
# HT1080-NT tox – kills 2HG-producing HT-1080-NT fibrosarcoma cells. AID 686970. Potency, µM (series often up to 46.1 µM), without a hit: at the top dose activity, negative = less viability, actives largely listed as cytotoxic. 360,000 compounds, 1.6% hits. HT-1080-NT fibrosarcoma viability, CellTiter-Glo ATP luminescence, 48 h;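 further: NT is the 2HG producing partner of a matched IDH1 knockdown line; potency means the concentration at half of the fitted maximal effect; 0% = DMSO-treated cells and -100% = media-only wells without cells; nearly all actives have a fitted effect of over 55% in size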
#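 HT-1080-NT fibrosarcoma cells (2HG-overproducing), 750 cells/well in RPMI with 5% FBS, dosed after 2 h and incubated 48 h at 37C. CellTiter-Glo luminescence normalized to DMSO and no-cell wells; concentration-response curves fitted and classed.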
# GLP-1R agonist – activates the human GLP-1 receptor; Potency, µM (titrated, usually from 45.6 µM), for inactives: top-dose activation, most hits filed as activators; AID 624172; P43220; 380,000 compounds, 0.007% hits; HEK293 GLP-1R CRE-luciferase, luminescence, 4-6 h; cells express a hypersensitive GLP-1R form; further: potency means the concentration at half of the fitted maximal effect; % of control where 0% means no effect
# Target sequence (P43220 whole entry, looked up): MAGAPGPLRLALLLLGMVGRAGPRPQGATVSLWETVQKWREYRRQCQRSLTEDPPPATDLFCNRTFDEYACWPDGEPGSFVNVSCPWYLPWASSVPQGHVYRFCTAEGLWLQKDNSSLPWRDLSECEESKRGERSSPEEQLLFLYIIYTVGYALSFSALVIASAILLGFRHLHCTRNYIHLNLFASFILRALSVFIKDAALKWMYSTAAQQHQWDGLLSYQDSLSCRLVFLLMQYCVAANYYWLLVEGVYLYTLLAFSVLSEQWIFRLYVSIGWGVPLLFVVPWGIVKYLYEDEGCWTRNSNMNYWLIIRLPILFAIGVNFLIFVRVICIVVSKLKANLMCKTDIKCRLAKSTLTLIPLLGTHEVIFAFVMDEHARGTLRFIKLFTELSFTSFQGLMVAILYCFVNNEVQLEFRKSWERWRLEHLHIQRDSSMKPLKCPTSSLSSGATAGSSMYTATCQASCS
# KB-V1 cytotox – kills drug-selected multidrug resistant KB-V1 cells; KB-V1 MDR cells viability, CellTiter-Glo, 72 h; Potency, µM (top dose mostly 46.1 µM), inactives show top-dose activity change, negative = cytotoxicity, hits mostly cytotoxic; 400,000 compounds, 3.4% hits; AID 1347076; further: potency means the concentration at half of the fitted maximal effect; on the % scale 0 is the no-effect control and ±100 the full control effect; nearly all actives have a fitted effect of over 60% in size
#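 Luminescent ATP read-out (CellTiter-Glo, 10 min) measures survival of drug-selected KB-V1 MDR cells after 72 h, 37 degrees C compound exposure. Medium: phenol-red-free DMEM, 10% FBS. Values from fitted concentration-response curves.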
# KB-3-1 cytotox – kills parental KB-3-1 adenocarcinoma cells; KB-3-1 viability, CellTiter-Glo ATP luminescence, 72 h; Potency, µM (top dose mostly 46.1 µM), for the others: at the top dose activity change, negative = cytotoxic, usual class: cytotoxic; 400,000 compounds, 1.4% hits; further: potency means the concentration at half of the fitted maximal effect; on the % scale 0 is the no-effect control and ±100 the full control effect; nearly all actives have a fitted effect of over 60% in size
#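 Screening of KB-3-1 cells (DMEM, 10% FBS, phenol-red free) ran from lowest to highest compound concentration; after 72 h at 37 °C viability was read luminescently and curves fitted.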
# D3 antag – blocks the human D3 dopamine receptor; AID 652054; max response, negative = inhibition, %; D3R cells, DiscoveRx beta-arrestin luminescence, antagonist mode; hits give low values; 360,000 compounds, 2.5% hits; in the data active means max response below about -50%; inconclusive means no clear call, values can overlap the other calls; further: on the % scale 0 is the no-effect control and ±100 the full control effect; mostly tested at two doses, the higher about 12 µM
# Target sequence (P35462 whole entry, looked up): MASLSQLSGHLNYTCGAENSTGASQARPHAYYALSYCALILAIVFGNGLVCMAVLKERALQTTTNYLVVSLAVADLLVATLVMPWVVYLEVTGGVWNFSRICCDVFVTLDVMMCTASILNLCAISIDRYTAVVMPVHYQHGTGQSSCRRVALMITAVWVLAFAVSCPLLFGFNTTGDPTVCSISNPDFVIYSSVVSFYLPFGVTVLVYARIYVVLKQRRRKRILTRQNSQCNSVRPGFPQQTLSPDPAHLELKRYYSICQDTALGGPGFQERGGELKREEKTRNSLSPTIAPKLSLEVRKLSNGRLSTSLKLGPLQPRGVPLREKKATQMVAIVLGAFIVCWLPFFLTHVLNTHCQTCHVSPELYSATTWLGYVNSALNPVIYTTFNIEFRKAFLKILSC
#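 Cells plated overnight at 1500 cells/well, then exposed to library compounds with dopamine controls for 90 minutes at 37 degrees C. DiscoveRx reagent added for 30–60 minutes at room temperature; luminescence read, quantitative HTS format.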
# D3 ag – agonists of human D3 dopamine receptor. AID 652048. 410,000 compounds, 0.58% hits. P35462. D3R DiscoveRx beta-arrestin cells, luminescence, 90 min. max activation, %; in the data active means max activation above about 30%; further: 0% is about no effect; mostly tested at two doses, the higher about 12 µM
#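 Agonist mode: compounds and dopamine controls were applied to plated cells for 90 min at 37 degrees C after an overnight attachment at 1500 cells/well. Luminescent read-out followed 30 - 60 minutes at room temperature with DiscoveRx detection reagent.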
# IL-1B inflam inh – blocks inflammasome-driven IL-1 beta release; activity change, % at 57.5 µM; 360,000 compounds, 4.7% hits; THP-1 LPS/ATP IL-1B secretion, AlphaLISA, 16 h; hits give low values; in the data active means activity change below about -50%; inconclusive means mostly about -30% to -49%; further: on the % scale 0 is the no-effect control and ±100 the full control effect
#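 THP-1 cells pretreated 1 hr with compounds (up to 57.5 uM final), then stimulated with LPS (250 ng/mL final) plus ATP (1.25 mM final); secreted IL-1B measured by AlphaLISA after 16 hr, decreased signal indicating inhibition.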
# * marks the source's active call; other numbers are inactive results; ? = inconclusive; · = not tested or not shown; [ ] = dose if it differs, or a comment. Unless noted, the call rests on the fitted dose curve; in most records, active means well fitted curve in the direction sought with a large enough effect; inconclusive means small, poorly fitted or top-dose-only effect, or another doubt; inactive means no such curve, though single readings can be large; an effect the other way counts as inactive or inconclusive.
SMILES,SW480 rerep,HT1080 IDH1KD tx,HT1080-NT tox,GLP-1R agonist,KB-V1 cytotox,KB-3-1 cytotox,D3 antag,D3 ag,IL-1B inflam inh
CS(=O)(=O)Nc1cccc(C2=NN(C(=O)c3ccccc3)C(c3cccs3)C2)c1 (centres undefined),1%,-11%,1%,9%,1%,-6%,20,2,-29
CCCCn1c(-c2ccc(Cl)c(Cl)c2)nc2cc3[nH]c(=O)c(C(C)C)nc3cc21,19%,-29%,-10%,-1%,-13%,-18%,12,10,35
O=C(O)CSc1cn(Cc2ccccc2)c2ccccc12,1%,1%,7%,1%,0%,4%,-17,-8,12
COc1cc(OC)cc(C(=O)Nc2nc(CC(=O)NCc3ccc(F)cc3)cs2)c1,?,?,?,1%,?,?,6,4,1
C/C=C/C=C\C(=O)Nc1cccc(C2=NOC3(C2)C[C@H](C(N)=O)N(C(=O)/C=C/C)C3)c1 (some centres undefined),-22%,-6%,1%,-5%,?,0%,0,-1,-20
OCCOCCNc1ncnc2c1cnn2-c1ccccc1,-3%,20%,13%,4%,4%,?,32,-5,-10
Cc1nc(N2CCC(C)CC2)c2c(C)c(C(=O)Nc3cc(F)ccc3C)sc2n1,-30%,-1%,-19%,19%,?,0%,37,17,-94*
Cc1ccc(-n2nnnc2SCc2ccccn2)cc1C,-3%,-2%,-1%,13%,-7%,0%,6,1,-12
O=C(c1cccs1)N1CCN(CCCc2ccccc2)CC1,-1%,-1%,27%,1%,12µM*,-9%,-65*,-6,-2
COc1ccc(C2N3CC4(C)CN2CC(C)(C3)C4O)cc1OC (centres undefined),3%,10%,10%,-4%,6%,-6%,0,0,0
Cc1ccc(Nc2ccc(S(=O)(=O)N3CCOCC3)cc2[N+](=O)[O-])cc1C,4%,-1%,-4%,-4%,?,-9%,0,-4,-24
Cc1ccc(S(=O)(=O)N(C)C)cc1NC(=O)c1ccc(-n2cncn2)c([N+](=O)[O-])c1,-26%,0%,0%,0%,12%,-5%,3,-7,0
Cc1ccc(C2(C)NC(=O)N(CC(=O)N(C)CC(=O)Nc3cccc4ccccc34)C2=O)cc1 (centres undefined),-83%[inhibitor],-1%,-12%,11%,-8%,0%,-6,-2,40
Cn1c(=O)n(C)c2cc(NC(=O)CSc3ccccc3)ccc21,23%,-3%,-11%,-4%,-23%,1%,-3,6,19
COc1ccc(CCNC(=O)c2c(O)c3c([nH]c2=O)CCCC3)cc1OC,-1%,4%,14%,-9%,-22%,-3%,43,-1,21
CC(=O)Nc1ccc(NC(=O)[C@H](C)NC(=O)c2ccco2)cc1,5%,11%,8%,-1%,6%,0%,8,0,23
CC(=O)c1cccc(NC(=O)c2cc(=O)[nH]c3ccccc23)c1,0%,9%,-1%,23%,1%,-3%,11,-8,5
CC(NC(=O)C1CCN(CCOc2ccc(Cl)cc2)CC1)c1cccc2ccccc12 (centres undefined),·,?,?,-6%,0%,-20%,-53*,-17,?
Nc1nc(SCc2ccc3c(c2)OCCO3)n[nH]1,-2%,10%,4%,4%,?,8%,0,-3,6
Cc1ccc(COc2ccc(/C=N/NC(=O)c3ccc(CN4CCOCC4)cc3)cc2)cc1,4%,2%,-1%,1%,?,-8%,5,8,52
CCn1c2c(c3ccc(OC)cc31)CCCC2=O,-4%,3%,0%,27%,-4%,13%,46,7,-1
COc1ccc(C)cc1NC(=O)NNS(=O)(=O)c1ccc(NC(C)=O)cc1,-1%,0%,9%,6%,·,·,-2,2,-3
C=CCC(=O)NC1CC(C)(C)Cc2c1cnn2-c1ccc(C)cc1 (centres undefined),-4%,-1%,8%,-1%,2%,-2%,9,1,9
CN1CCOC1c1ccc(C2OCCN2C)cc1 (centres undefined),1%,11%,1%,0%,?,-12%,-12,4,5
COc1ccc(N2C(=O)CCC(C(=O)Nc3ccccn3)C2c2ccc(OC)c(OC)c2)cc1 (centres undefined),0%,16%,8%,-9%,7%,14%,13,0,2
O=C(NCc1cccc(Cl)c1)c1ccc(CS(=O)Cc2ccc(Cl)cc2)o1 (centres undefined),-8%,-20%,-19%,5%,?,5%,-3,-6,-74*
Cc1cccc(-c2nc(CS(=O)CC(=O)NCc3ccco3)c(C)o2)c1 (centres undefined),-21%,11%,0%,-3%,-6%,-5%,13,5,19
CCOC(=O)/C=C/C(=O)OCC(=O)Nc1ccc(Cl)cn1,1%,14%,15%,-8%,23%,4%,?,-3,8
N#Cc1c(CSCC(=O)O)cc(=O)n2c1[nH]c1ccccc12,-6%,0%,6%,-4%,-5%,0%,-5,0,23
O=C(NCCCCNC(=O)c1ccc(Cl)s1)c1ccc(Cl)s1,-4%,4%,3%,-13%,3%,3%,-4,-6,19

# Taken from above.
# O=C(NCCCCNC(=O)c1ccc(Cl)s1)c1ccc(Cl)s1 in KB-3-1 cytotox is entered as 3%
# Cc1ccc(COc2ccc(/C=N/NC(=O)c3ccc(CN4CCOCC4)cc3)cc2)cc1 in KB-3-1 cytotox is entered as -8%
# Nc1nc(SCc2ccc3c(c2)OCCO3)n[nH]1 in HT1080-NT tox is entered as 4%
# CCn1c2c(c3ccc(OC)cc31)CCCC2=O in GLP-1R agonist is entered as 27%

# Later entries
SMILES,SW480 rerep,HT1080 IDH1KD tx,HT1080-NT tox,GLP-1R agonist,KB-V1 cytotox,KB-3-1 cytotox,D3 antag,D3 ag,IL-1B inflam inh
Cc1ccc(S(=O)(=O)N2CCC(C(=O)OCCOc3ccccc3)CC2)cc1C,-6%,5%,2%,-3%,1%,-7%,20,-1,9
COc1ccc(CCNC(=O)CN2C(=O)NC(Cc3c[nH]c4ccccc34)C2=O)cc1 (centres undefined),-6%,0%,0%,14%,27%,0%,24,3,-5
Cc1ccc(C2(C(F)(F)F)N=C3Sc4cc(C)cc(C)c4N3C(=O)N2)cc1 (centres undefined),-12%,0%,-9%,-2%,-15%,-1%,-21,1,-16
COC(=O)Cn1c(=NC(=O)c2ccc(OC)cc2)sc2cc(OC)ccc21,-2%,9%,0%,2%,6%,23%,5,-2,-4
COc1ccc(NC(=O)CSCC(=O)Oc2c(OC)cccc2OC)cc1,-8%,-1%,1%,6%,-2%,11%,11,-6,13
COCCOC(=O)C1=C(C)NC(=O)NC1c1ccc(-c2cc(Cl)ccc2Cl)o1 (centres undefined),8%,-21%,-13%,20%,-3%,-2%,-6,-2,-5
CC(C)NC(=S)N=Nc1c(O)[nH]c2ccc(C(C)C)cc12,-40%[inhibitor],1%,-7%,2%,?,2%,-2,-3,0
Cc1ccc(S(=O)(=O)N(C)c2ccc3sc(C)nc3c2)cc1,?,?,?,1%,-14%,8%,6,1,27
S=C(NCC1CCCO1)N1CCN(Cc2ccccc2Cl)CC1 (centres undefined),23%,-17%,1%,3%,-4%,-7%,-1,-4,28
COc1cccc(C(C)(O)c2nc(-c3cncnc3)cs2)c1 (centres undefined),·,16%,12%,4%,2%,0%,9,6,43
CC(NC(=O)/C=C/c1ccco1)c1nc2ccccc2n1Cc1ccccc1F (centres undefined),-2%,-1%,-1%,0%,-23%,-7%,-12,-16,-19
CCCCN1C(=O)/C(=c2\sc3nc(=O)c(-c4ccccc4)nn3c2=O)c2ccccc21,-1%[9.22 µM],2%,4%,-10%,8%,9%,-69*,3,2
O=C(NN1C(=O)/C(=C/C=C/c2ccco2)SC1=S)c1ccncc1,0%,-7%,8%,-3%,14%,-12%,1,6,-10
CCOc1ccc2c(c1)C(=O)C(=O)N2CC1COc2ccccc2O1 (centres undefined),8.2µM*,9%,0%,0%,16%,13µM*,?,-20,-3
CCCCNCC(=O)Nc1sc(C)c(C)c1C(=O)OCC,-2%,6%,4%,-3%,-25%,-1%,14,6,4

# Quoted at random: two compounds from above, in no set order.
SMILES,SW480 rerep,HT1080 IDH1KD tx,HT1080-NT tox,GLP-1R agonist,KB-V1 cytotox,KB-3-1 cytotox,D3 antag,D3 ag,IL-1B inflam inh
CCCCn1c(-c2ccc(Cl)c(Cl)c2)nc2cc3[nH]c(=O)c(C(C)C)nc3cc21,19%,-29%,-10%,-1%,-13%,-18%,12,10,35
CS(=O)(=O)Nc1cccc(C2=NN(C(=O)c3ccccc3)C(c3cccs3)C2)c1 (centres undefined),1%,-11%,1%,9%,1%,-6%,20,2,-29

# Carrying on:
SMILES,SW480 rerep,HT1080 IDH1KD tx,HT1080-NT tox,GLP-1R agonist,KB-V1 cytotox,KB-3-1 cytotox,D3 antag,D3 ag,IL-1B inflam inh
Cc1c(C(=O)O)oc2ccc(S(=O)(=O)N3CCCC3)cc12,-7%,5%,2%,0%,?,0%,40,4,25
CCOc1ccccc1NS(=O)(=O)c1ccc2c(c1)NC(=O)CCS2,7%,-11%,-4%,-5%,?,0%,19,-8,8
O=S(=O)(c1cccc(NC(=S)N2CCN(c3ccc(F)cc3)CC2)c1)C(F)F,18µM*,-10%,2%,-3%,16%,-5%,9,-4,-3
CN(C)c1cccc(O)c1,-11%,3%,-4%,4%,7%,0%,-21,2,10
Cn1nc(C(F)(F)F)c(CN2CC(C)(C)C2=O)c1N1CCOCC1,-9%,2%,6%,2%,-7%,5%,-23,-9,-4
Cc1ccc(S(=O)(=O)NCC(=O)N(CC(=O)NCC2CCCO2)Cc2ccccc2)cc1 (centres undefined),-5%,10%,9%,1%,0%,0%,-21,-2,1
O=C1CC(=O)Nc2cc(S(=O)(=O)N3CCN(c4ccc([N+](=O)[O-])cc4)CC3)ccc2N1,-3%,2%,0%,0%,4%,2%,-3,-5,-9
CCOC(=O)Nc1ccc([N+](=O)[O-])cc1OC,-3%,14%,20%,-11%,17%,-8%,11,-2,0
O=C(Nc1ccccn1)c1ccc(C(=O)c2ccccc2)cc1,-2%,-2%,-16%,8%,?,?,0,6,-10
c1ccc(CN2CCN(c3cnc4ccccc4n3)CC2)cc1,-10%,-2%,0%,?,16%,-16%,-6,-17,22
O=C1c2c(-c3ccc(Br)cc3)noc2CCN1Cc1cn(Cc2cccnc2)nn1,·,-7%,-18%,·,23µM*,?,24,5,52
